# EPAC2 antag: qHTS for Antagonist of cAMP-regulated guanine nucleotide exchange factor 2 (EPAC2): primary screen; Rap guanine nucleotide exchange factor 4 (Homo sapiens), Q8WZA2; EPAC2 GEF exchange of Rap1B-BODIPY-GDP, fluorescence; Potency, µM (titrated, usually from 114 µM), for inactives: top-dose activity, negative = inhibition, hits mostly inhibitors; 360,000 tested, 0.18% active; also: % is scaled to controls: 0 for no effect and ±100 for the full control effect; nearly all actives have a fitted effect of over 45% in size; many of its hits are not listed in these tables
# Target sequence (Q8WZA2 whole entry, looked up): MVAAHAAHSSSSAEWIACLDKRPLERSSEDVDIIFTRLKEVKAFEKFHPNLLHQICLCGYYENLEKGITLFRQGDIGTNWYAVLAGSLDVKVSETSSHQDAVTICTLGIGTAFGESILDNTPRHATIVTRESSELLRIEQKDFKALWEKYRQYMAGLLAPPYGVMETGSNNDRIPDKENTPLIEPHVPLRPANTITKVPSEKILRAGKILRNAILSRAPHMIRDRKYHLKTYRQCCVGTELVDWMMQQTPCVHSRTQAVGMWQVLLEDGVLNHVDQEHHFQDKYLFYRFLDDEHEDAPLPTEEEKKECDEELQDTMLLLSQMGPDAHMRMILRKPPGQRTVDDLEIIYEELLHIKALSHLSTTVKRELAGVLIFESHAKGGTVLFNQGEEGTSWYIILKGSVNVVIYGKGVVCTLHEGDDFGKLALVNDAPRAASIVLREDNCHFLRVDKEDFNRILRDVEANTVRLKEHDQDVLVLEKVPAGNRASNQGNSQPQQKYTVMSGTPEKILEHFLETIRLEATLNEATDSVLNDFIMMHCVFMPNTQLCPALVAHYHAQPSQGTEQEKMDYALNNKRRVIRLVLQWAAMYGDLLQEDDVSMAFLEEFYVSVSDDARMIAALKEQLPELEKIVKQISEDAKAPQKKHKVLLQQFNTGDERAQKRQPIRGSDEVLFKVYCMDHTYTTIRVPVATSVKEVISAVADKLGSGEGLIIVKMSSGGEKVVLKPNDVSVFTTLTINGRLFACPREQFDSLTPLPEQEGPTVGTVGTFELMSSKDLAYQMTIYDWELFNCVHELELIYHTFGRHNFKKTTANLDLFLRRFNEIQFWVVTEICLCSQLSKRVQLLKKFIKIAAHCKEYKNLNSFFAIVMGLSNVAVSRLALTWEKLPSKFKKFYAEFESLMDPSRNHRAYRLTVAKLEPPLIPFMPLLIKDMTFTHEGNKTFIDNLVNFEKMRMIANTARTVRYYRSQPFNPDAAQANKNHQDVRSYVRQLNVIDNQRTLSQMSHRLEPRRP
# ATXN2 expr inh: Primary qHTS for Inhibitors of ATXN expression; HEK-293 ATXN2-luciferase reporter, luminescence, 24 h; Potency, µM (titrated, usually from 57 µM), without a hit: top-dose activity change, negative = inhibition, hits mostly inhibitors; 360,000 tested, 0.72% active; AID 1745845, 2022; also: % is scaled to controls: 0 for no effect and ±100 for the full control effect; nearly all actives have a fitted effect of over 55% in size
#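 qHTS (up to 57 uM final) was run with 24 h compound exposure of reporter cells at 37 °C. Each well was multiplexed: SteadyGlo luminescence measured ATXN2-luciferase expression after a fluorogenic Gly-Phe-AFC viability readout (25 uM final).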
# TGFb SMAD3 inh: qHTS for Inhibitors of TGF-b. HepG2 CAGA-GFP TGF-b/SMAD3 reporter, GFP fluorescence, 18 h; TGF-beta stimulated, 500 pg/mL final. Potency, µM (top dose mostly 46.1 µM), inactives show top-dose activity, negative = inhibition, usual class: inhibitors. 410,000 tested, 1.2% active. AID 588855, 2011; also: % is scaled to controls: 0 for no effect and ±100 for the full control effect; nearly all actives have a fitted effect of over 65% in size
#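 First, reporter cells (HEPG2 CAGA-GFP) rested 2 h at 37 degrees C. Next, compounds were pinned in and TGF-beta added to 500 pg/mL final. After 18 h, GFP was imaged per cell and summed per well.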
# Nrf2 activator: qHTS of Nrf2 Activators. Potency, µM (highest dose often 46.1 µM), inactives show top-dose activation, actives largely listed as activators. AREc32 ARE-luciferase reporter (MCF7-derived line), luminescence, 24 h. 410,000 tested, 0.31% active. AID 624171, 2012; also: % of control where 0% means no effect; nearly all actives have a fitted effect of over 65% in size
#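 Reporter line AREc32 (ARE-Fluc), seeded overnight in OPTI-MEM with 5% FBS; compound pin-transferred, 24 hr at 37 deg C, 5% CO2; luminescent read-out.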
# Nrf2 inh: Nrf2 qHTS screen for inhibitors. A549 ARE-Fluc reporter, luciferase luminescence, 18-24 h. Potency, µM (series often up to 46 µM), without a hit: at the highest dose activity change, negative = inhibition, actives largely listed as inhibitors. 360,000 tested, 2.1% active; also: % is scaled to controls: 0 for no effect and ±100 for the full control effect; nearly all actives have a fitted effect of over 60% in size
#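 Two sequential reads on A549 ARE_Fluc cells exposed to compound for 18-24 h: a CellTiter-Fluor fluorescence read for viability, then a luciferase luminescence read for Nrf2/ARE activity.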
# HepG2 tox: qHTS for Inhibitors of TGF-b: Cytotox Counterscreen; HepG2 CAGA-GFP viability, ATP luminescence, 18 h; Potency, µM (titrated, usually from 46.1 µM), without a hit: at the highest dose activity change, negative = cytotoxicity, hits mostly cytotoxic; 410,000 tested, 0.76% active; AID 588856, 2011; also: some results filed as inactive show a strong effect at the top dose
#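 HepG2 CAGA-GFP cells (1000/well, DMEM with 1% FBS) received compound, then TGF-beta at 500 pg/mL final, and were incubated 18 hours at 37 degrees C. Viability was read by CellTiter-Glo luminescence. Media-only wells were set as complete cell-killing and DMSO as no toxicity.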
# S2 tox: Viability Counterscreen for Primary qHTS for Inhibitors of ATXN expression; S2 cells (HEK-293 line with an ATXN2-luciferase reporter) viability, CellTiter-Fluor protease fluorescence, 24 h; Potency, µM (series often up to 56.7 µM), usual class: cytotoxic; 400,000 tested, 0.49% active; also: nearly all actives have a fitted effect of over 40% in size
# A549 viability: Nrf2 qHTS screen for inhibitors: counterscreen for cytotoxicity; A549 ARE-Fluc cells, CellTiter-Fluor viability, 18-24 h; Potency, µM (doses to about 46 µM), without a hit: top-dose activity change, negative = cytotoxicity, actives largely listed as inhibitors; 390,000 tested, 0.16% active; AID 504648, 2011; also: % is scaled to controls: 0 for no effect and ±100 for the full control effect
#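 Cytotoxicity counterscreen: CellTiter-Fluor fluorescence was measured in A549 ARE_Fluc cells after 18-24 h of compound exposure in a concentration series. The subsequent BugLite luminescent read reports ARE-luciferase activity.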
# MCF10A rerep: A quantitative high throughput screen for small molecules that induce DNA re-replication in MCF 10a normal breast cells. 350,000 tested, 2.9% active. Potency, µM (highest dose often 46.1 µM), without a hit: at the highest dose activity, positive = re-replication, usual class: activators. MCF 10A DNA re-replication, Hoechst nuclear intensity, 48 h; also: % of control where 0% means no effect; nearly all actives have a fitted effect of over 50% in size
# Starred values were filed as active, the others as inactive; i = inactive; ? = inconclusive; nt = no result given; [ ] = remark or other dose. Calls follow the shape of the dose curve; as a rule, active = well fitted curve in the direction sought with a large enough effect; inconclusive = small, poorly fitted or top-dose-only effect, or another doubt; inactive = no such curve, though single readings can be large; an effect the other way counts as inactive or inconclusive. Potency is read from the fitted curve at half-maximal effect. Only part of the results is shown. The share of hits here may be higher or lower than overall.
# Values run as follows: EPAC2 antag | ATXN2 expr inh | TGFb SMAD3 inh | Nrf2 activator | Nrf2 inh | HepG2 tox | S2 tox | A549 viability | MCF10A rerep
> Oc1ccccc1C1C=C(c2ccc3c(c2)OCO3)NC(c2cccc(Cl)c2)N1 (centres undefined)
→ nt | nt | ? | nt | 8% | -39% | nt | 7% | nt
> O=C(/C=C\c1ccc2c(c1)OCO2)NC1CC(=O)N(c2cccc(F)c2)C1 (centres undefined)
→ nt | nt | ? | 4.2% | nt | -11% | nt | -6% | nt
> CCn1c(CNC(=O)c2cccs2)n[nH]c1=S
→ 17% | -4% | -6% | 0.2% | 0% | 4% | ? | 2% | -4%
> COc1ccc(NC(=O)COC(=O)Cc2ccccc2[N+](=O)[O-])cc1OC
→ 4% | -22% | -26% | -0.8% | -16% | -9% | i | 3% | -3%
> CCOc1cccc(C(=O)N(Cc2cccc(F)c2)C2CCS(=O)(=O)C2)c1 (centres undefined)
→ -7% | 10% | 8% | -0.5% | 7% | -38% | i | -9% | -1%
> O=C(NCc1ccccc1)c1ccc(NC(=O)C2CC2)cc1
→ -11% | 7% | -8% | -1.1% | -11% | 5% | i | -1% | 2%
> Nc1nc(N)c(Br)c(Nc2ccc(Cl)c(Cl)c2)n1
→ -27% | 0% | -18% | 16% | 13% | -36% | i | -12% | ?
> Cn1cc(Cl)c(C(=O)N2CCN(c3ncccn3)CC2)n1
→ 14% | 5% | 0% | -0.8% | 7% | 12% | i | 0% | 3%
> CCc1ccc(C2C(C#N)=C(N)N(N3CCOCC3)C3=C2C(=O)CC(C)(C)C3)s1 (centres undefined)
→ -5% | -15% | -3% | 2.2% | -3% | -2% | i | 6% | -8%
> COc1cc(C(=O)OCC(=O)NCCCc2ccccc2)ccc1OCC(C)C
→ -6% | 4% | ? | -1.3% | 6% | -5% | i | -4% | 10%
> CC1(C)C(C=C(Cl)Cl)C1C(=O)N/N=C/c1ccccc1F (centres undefined)
→ 0% | -12% | -28% | -0.7% | ? | -5% | i | 12% | 14%
> O=C(CSc1ccccc1[N+](=O)[O-])NC1CCS(=O)(=O)C1 (centres undefined)
→ -23% | 6% | 3% | 0.2% | -24% | -14% | i | -12% | 3%
> O=S(=O)(c1ccc(F)cc1)n1ccc(-c2cccc(OCc3c(F)cccc3Cl)c2)n1
→ 7% | 1% | -15% | -0.9% | ? | -6% | ? | -11% | 2%
> COc1ccc(CC(=O)c2ccccc2C(=O)O)cc1
→ 11% | -6% | 14% | 0.2% | ? | -1% | i | 10% | 28%
> O=C(COC(=O)Cc1ccc(Cl)cc1)Nc1ccc2[nH]c(=O)[nH]c2c1
→ 8% | 5% | 1% | -0.6% | 0% | 0% | i | 0% | 2%
> CCn1c(O)c(C=Nc2ccccc2)sc1=O
→ 9% | 0%[11.3 µM] | 0% | 22% | 13% | -17% | i | 1% | ?
> COc1ccc(S(=O)(=O)N2CCC(C(=O)NCCCN3CCOCC3)CC2)cc1
→ 12% | nt | -23% | -0.1% | 3% | -12% | i | 2% | -7%
> CN(c1ccccc1)S(=O)(=O)c1cccc(NC(=O)c2ccc(=O)[nH]c2)c1
→ -6% | 0% | 2% | 0.5% | -30% | -8% | i | 8% | 1%
> COc1ccc(CNC(=O)CSc2n[nH]c(-c3ccc(F)cc3)n2)cc1
→ nt | nt | -25% | 0.5% | nt | -3% | nt | 4% | nt
> COc1ccccc1CSc1ncc(-c2ccc([N+](=O)[O-])cc2)[nH]1
→ 8% | -2% | 13µM* | 0.1% | ? | 3% | i | -3% | 12µM*
> COc1ccc(-c2ncncc2-c2ccccc2)c(O)c1
→ -10% | 25% | 4% | 0.5% | ? | -10% | i | 2% | 15%
> CC(C)(C)c1ccc(C(=O)NCC(=O)N2CCNC(=O)C2)cc1
→ 7% | 0% | 5% | -0.1% | ? | -24% | i | 2% | 2%
> Cn1c(=O)c(C(=O)NC2CCCCCC2)c(O)c2ccccc21
→ -7% | nt | 16% | 0.2% | ? | -7% | i | 8% | 3%
> Cc1ccc([N+](=O)[O-])cc1N=C(c1ccc([N+](=O)[O-])cc1)N1CCOCC1
→ -1% | -21% | -19% | 2.1% | -7% | -23% | i | -11% | 6%
> CC(C)C(NC(=O)OCc1ccccc1)C(=O)OCC(=O)N1C(C)CCCC1C (centres undefined)
→ -8% | 13% | -21% | -0.1% | ? | -3% | i | 0% | 0%
> Cn1c(=O)cc(SCC(=O)N2CCCC2)c2cc(Cl)ccc21
→ 0% | nt | -12% | 2.7% | -6% | -7% | nt | -1% | 0%
> Cc1ccccc1NC(=O)c1cc(N)ccc1N1CCCCC1
→ 7% | 6% | ? | -0.2% | nt | -16% | i | -1% | 2%
> COc1cc2c(cc1NC(=O)C(F)(F)F)-c1ccc(NC(=O)C(F)(F)F)cc1C2
→ 4% | 12% | 4% | 0.4% | 16% | 3% | i | -2% | -2%
> COc1ccc(CN2C(=O)c3cccnc3C2=O)cc1S(=O)(=O)NCc1ccccc1
→ 6% | nt | -11% | -0.2% | -3% | 1% | i | 17% | -4%
> CC1CCc2c(sc(NC(=O)c3cccn3C)c2C(N)=O)C1 (centres undefined)
→ 11% | 42%[activator] | -3% | 4.2% | ? | -4% | i | -5% | ?

# Other compounds
# Values run as follows: EPAC2 antag | ATXN2 expr inh | TGFb SMAD3 inh | Nrf2 activator | Nrf2 inh | HepG2 tox | S2 tox | A549 viability | MCF10A rerep
> CCOC(=O)/C(C#N)=C/c1ccc(OC(=O)c2ccco2)c(OCC)c1
→ -9% | -18% | -2% | 0.5% | 14% | -28% | i | 6% | -1%
> CCCC[n+]1ccn(-c2nc3ccccc3nc2[N-]S(=O)(=O)c2ccc(C)cc2)c1
→ 9% | 3% | 32%[activator] | -0.8% | 3% | -1% | i | -1% | -1%
> CCOc1ccc(NC(=O)Cn2cc(S(=O)(=O)c3ccc(C)cc3)c(=O)c3cc(F)ccc32)cc1
→ nt | 10% | -3% | -0.4% | -17% | -7% | i | -2% | nt
> COc1cc(C2CC(=O)Nc3c2c(C)nn3-c2nc(C)cc(C)n2)cc(OC)c1O (centres undefined)
→ nt | 1% | 11% | 0.2% | 7% | -1% | i | -1% | nt
> COc1ccc(CNC(=O)COC(=O)c2c(NC(C)=O)sc(C)c2C)cc1OC
→ 3% | nt | -7% | 0.2% | nt | 19% | i | nt | nt
> C=CCN1C(c2ccccc2)=CS/C1=C(\C#N)c1nnc2n1CCCCC2
→ -2% | -19% | 4% | 0.4% | -21% | -22% | i | 17% | -10%
> Cc1ccc(NC(=O)CSc2ccc(-c3ccccn3)nn2)cc1
→ 4% | ? | ? | 0.6% | ? | -15% | i | -10% | 3%
> CC(=O)Nc1ccc(-n2c(C)nc(=O)c(-c3ccccc3)c2C)cc1
→ -1% | 0% | 0% | 0.5% | 5% | -39% | i | -8% | 18%[9.22 µM]
> Cc1ccc(CNS(=O)(=O)c2ccc(C(F)(F)F)cc2)n1C
→ -12% | nt | -28% | 4.6% | 1% | -50% | i | 8% | 4%
> CC(=O)c1cc(C(=O)Nc2cccc(C)c2)c2ccccn12
→ nt | nt | -23% | ? | 4% | -41% | nt | 6% | nt
> COc1ccc(CCNC(=O)C2CC(=O)N(C3CCCC3)C2)cc1OC (centres undefined)
→ 13% | 7% | -16% | -0.1% | -3% | 6% | i | 1% | ?
> CCCc1nc2ccccc2n1C(=S)SC
→ -6% | -4% | -11% | 28% | 10% | -10% | i | 2% | 11%
> COc1cc(CN2CCNC(=O)C2CC(=O)NCCCN2CCOCC2)cc(OC)c1 (centres undefined)
→ -5% | 6% | 2% | 0.0% | 7% | -11% | i | 0% | -11%
> Cc1nn(C(=O)c2ccccc2)c(C)c1S(=O)(=O)N1CCCCCC1
→ nt | -2% | 12% | -0.8% | nt | -15% | i | 19% | nt
> CCN(CC)C(=O)Cn1cc(C(=O)C(=O)N(CC)C2CCCCC2)c2ccccc21
→ 13% | -5% | -2% | 0.2% | 6% | 10% | i | -3% | 0%
> Cc1ncc(C[n+]2csc(CCOC(=O)CC3C4CC5CC(C4)CC3C5)c2C)c(N)n1 (centres undefined)
→ 14% | -3% | 2% | -0.1% | 15% | -19% | ? | 6% | 5%
> Cc1cccc(OCCc2c(C)[nH]c(=S)[nH]c2=O)c1
→ -1% | -12%[11.3 µM] | -26% | 3.9% | -8% | -23% | i | -13% | ?
> Cc1ccc(OCC(=O)N2CCN(C(=O)Cc3ccccc3)CC2)cc1
→ -8% | -16% | 5% | -0.2% | 1% | 1% | i | 5% | -10%
> COc1ccc(-c2cc(C(=O)NCc3ccco3)c3ccccc3n2)cc1
→ 8% | nt | -3% | 7.1% | 6% | 0% | ? | 14% | 2%
> Cc1ccc2c(c1)N(CC(=O)Nc1ncccc1C)C(=O)C(C(C)C)O2 (centres undefined)
→ 3% | -10% | -7% | -0.1% | 2% | -1% | ? | 0% | -6%
> COc1cc(NC(=O)COC(=O)c2ccccc2F)cc(OC)c1
→ -4% | -6% | 0% | -1.0% | -8% | -10% | i | -1% | 5%
> CCN(CC)CCN(C(=O)c1ccc(C(C)=O)cc1)c1nc2ccc(Cl)cc2s1
→ -2% | nt | ? | 3.6% | 8% | -50% | i | 2% | 2%
> CC1CCN(S(=O)(=O)c2ccc(S(=O)(=O)NCc3cccnc3)cc2)CC1
→ -6% | -1% | 6% | -0.5% | -12% | 3% | i | -5% | ?
> COc1cc(OC)c(OC)cc1/C=C/c1nc2cc3ccccc3cc2c(=O)n1-c1ccc(F)c(Cl)c1
→ nt | nt | ? | 0.6% | nt | -25% | nt | 5% | nt
> CC(=O)Nc1ccc(NC(=O)C(C)OC(=O)C2CCCC2)cc1 (centres undefined)
→ 0% | 3% | -2% | -0.8% | 2% | 3% | ? | 1% | -3%

# Sorted by the number under TGFb SMAD3 inh (highest first): 3 from the list above.
smiles	TGFb SMAD3 inh
Cc1ncc(C[n+]2csc(CCOC(=O)CC3C4CC5CC(C4)CC3C5)c2C)c(N)n1 (centres undefined)	2%
CC(=O)c1cc(C(=O)Nc2cccc(C)c2)c2ccccn12	-23%
Cc1cccc(OCCc2c(C)[nH]c(=S)[nH]c2=O)c1	-26%
